High-throughput results as filed in PubChem.
CRFBP-R2 block: antagonists of CRF-BP/CRF-R2 complex, primary screen, cell-based, HEK293, calcium dye fluorescence, uHTS | CRF-induced calcium fluorescence | inhibition, % at 11.8 µM | actives 0.59% (n = 350,000);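 active = inhibition of the ligand-induced calcium signal above about 50% at the single tested concentration, limit read from the data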
IDE act: human IDE activators in live cells, primary screen, fluorescence polarization, HEK cells, FAbeta-B substrate; actives 0.073% (n = 340,000); activation, % at 5.96 µM; FAbeta-B cleavage; 0% vehicle, 100% cell-free pure enzyme wells;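 active = activation above the mean of all tested compounds plus 3 SD, set per screening campaign, cut at about 17% in these data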
VIM-2 inhibitor: VIM-2 metallo-beta-lactamase inhibitors, primary screen, biochemical, epi-absorbance readout, Pseudomonas aeruginosa enzyme; purified VIM-2, nitrocefin hydrolysis, epi-absorbance fluorescence; inhibition, % at 5.6 µM; actives 0.89% (n = 290,000); AID 1527, 2009;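 active = inhibition above the mean of all tested compounds plus 3 SD, cutoff set per screening run, cut at about 7.5% in these data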;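 also: red hydrolysis product quenches plate fluorescence so inhibitors raise well fluorescence; 0% = enzyme with DMSO and 100% = DMSO without enzyme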
UBC9 SUMO inh: inhibitors of in vitro SUMOylation cascade, primary screen, biochemical, HTRF, uHTS; SUMO-conjugating enzyme UBC9 (Homo sapiens), P63279; HTRF SUMOylation assay, SAE1/SAE2 + UBC9; inhibition, % at 35 µM; actives 0.36% (n = 290,000); in the data active = inhibition above about 50%, passing the limit was not always enough; also: strong numbers were not always called active
Target sequence (P63279 whole entry, looked up): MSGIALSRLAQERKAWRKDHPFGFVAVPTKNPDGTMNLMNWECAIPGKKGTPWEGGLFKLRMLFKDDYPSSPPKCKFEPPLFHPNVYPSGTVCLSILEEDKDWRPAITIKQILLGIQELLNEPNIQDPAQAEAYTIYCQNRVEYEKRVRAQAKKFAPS
HCV NS3 hel inh: inhibitors of HCV NS3 helicase, primary screen, biochemical, Cy5 molecular beacon fluorescence; Hepatitis C virus NS3 helicase; inhibition, % at 10.9 µM; NS3 helicase DNA unwinding; actives 0.56% (n = 290,000);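 active = inhibition above the mean of all tested compounds plus 3 SD, set per campaign, cut at about 35% in these data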;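 also: 0% = DMSO wells and 100% = thioflavine S control wells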
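Material: hepatitis C virus NS3 helicase domain fragment enzyme; measured by: Cy5 fluorescence, 0 and 60 min reads; control set: DMSO and thioflavine S; incubation: 60 min unwinding reaction at 25 °C after ATP addition; read-out basis: % inhibition from 60/0 min fluorescence ratio, DMSO 0%, thioflavine S 100%; repeats: singlicate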
GalR3 antag: GalR3 antagonists in HEK293 cells, primary screen, cell-based, fluorescence readout | actives 0.44% (n = 360,000) | Galanin receptor type 3 (Homo sapiens), O60755 | AID 651719, 2012 | HEK293 GalR3-CNG cAMP membrane potential fluorescence; galR3 body fused to GalR1 C-terminus | inhibition, % at 3 µM;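 active = inhibition above the screen-wide average plus 3 SD, cut at about 13% in these data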;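 also: forskolin and galanin both at EC90 stimulate the cells; cAMP rise reported by CNG channel membrane potential dye signal; 0% = forskolin plus galanin with DMSO and 100% = forskolin alone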
Target sequence (O60755 1-299 limits assumed): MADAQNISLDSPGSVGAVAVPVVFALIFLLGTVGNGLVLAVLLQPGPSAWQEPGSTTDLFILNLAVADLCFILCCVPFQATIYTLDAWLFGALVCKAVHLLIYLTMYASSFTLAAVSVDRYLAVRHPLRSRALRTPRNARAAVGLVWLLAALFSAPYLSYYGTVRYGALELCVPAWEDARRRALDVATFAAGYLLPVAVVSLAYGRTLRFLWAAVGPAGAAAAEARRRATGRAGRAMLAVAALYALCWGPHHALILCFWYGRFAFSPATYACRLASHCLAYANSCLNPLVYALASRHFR
pCIP destab: p/CIP-EGFP fusion destabilizers, primary screen, fluorescence, F442A cells. 16 h. actives 0.01% (n = 290,000). AID 1984, 2009. Q05BA5. decrease of EGFP signal, % at 10 µM;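 active = EGFP signal decrease of at least 30% at 10 µM or well 3 SD below plate mean, unless failing retest; inactive = the rest, including hits failing retest or dose response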; also: some compounds called inactive have numbers as strong as hits; many of its hits are not listed in these tables
IMP-1 inh: IMP-1 metallo-beta-lactamase inhibitors, primary screen, biochemical, epi-absorbance readout, Pseudomonas aeruginosa enzyme; actives 0.45% (n = 290,000); inhibition, % at 5.6 µM; metallo-beta-lactamase IMP-1 (Pseudomonas aeruginosa); purified IMP-1, nitrocefin hydrolysis, epi-absorbance fluorescence;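 active = inhibition above the mean plus 3 SD of all compounds in the same screening run, cut at about 4.5% in these data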;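 also: 0% = IMP-1 with DMSO and 100% = DMSO wells lacking enzyme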
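System: purified recombinant IMP-1 beta-lactamase. Medium: Zinc- and detergent-supplemented HEPES buffer, pH 7.1. Compound: one 5.6 µM dose […]. Schedule: 15 min preincubation plus 25 min reaction at 25 °C. Technique: Epi-absorbance fluorescence, 480 nm excitation, 530 nm emission.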
IDE cell inh: human IDE inhibitors in live cells, primary screen, fluorescence polarization, HEK cells, FAbetaB substrate. Insulin-degrading enzyme (Homo sapiens), P14735. FAbetaB cleavage. inhibition, % at 5.59 µM. actives 0.41% (n = 320,000);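 active = percent inhibition above the average of all tested compounds plus 3 SD, set per screening campaign, cut at about 16% in these data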;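 also: IDE supplied by intact live HEK cells; FP after avidin binding of uncleaved biotin substrate so inhibition keeps polarization high; 0% = DMSO wells and 100% = 60 µM reference IDE inhibitor Ii1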
The depositor's hits bear a star.

COc1ccc([N+](=O)[O-])cc1N(CC(O)CN1CCCCC1)S(=O)(=O)c1ccccc1 (centres undefined) was read as CRFBP-R2 block 18, IDE act 7, VIM-2 inhibitor -1.8, UBC9 SUMO inh 35, HCV NS3 hel inh -25, GalR3 antag -1, pCIP destab -6, IMP-1 inh -2.7 and IDE cell inh 2.
`Cc1nnc2ccc(-c3ccc(NS(=O)(=O)c4ccccc4[N+](=O)[O-])cc3)nn12` gave CRFBP-R2 block -12, IDE act 1, GalR3 antag 8 and IDE cell inh 4.
Cn1nnc(C(O)CN2CCOCC2)n1 (centres undefined) was read as CRFBP-R2 block 14, IDE act 2, VIM-2 inhibitor -3.8, UBC9 SUMO inh 2, HCV NS3 hel inh 4, GalR3 antag -1, pCIP destab -23, IMP-1 inh -4.7 and IDE cell inh 8.
`COc1cccc(C(=O)Nc2ccc(NC(=O)C3C4C=CC(C4)C3C(=O)O)cc2)c1` (centres undefined) gave CRFBP-R2 block 1, IDE act 7, VIM-2 inhibitor -1.0, UBC9 SUMO inh -5, HCV NS3 hel inh -1, GalR3 antag 2, pCIP destab 3, IMP-1 inh -1.8 and IDE cell inh -5.
CCc1c(C)sc(NC(=O)c2ccccc2[N+](=O)[O-])c1C(N)=O was read as CRFBP-R2 block -12, IDE act -5, VIM-2 inhibitor -2.1, UBC9 SUMO inh -5, HCV NS3 hel inh -1, GalR3 antag -11, pCIP destab -1, IMP-1 inh -4.6 and IDE cell inh 0.
COc1ccc(S(=O)(=O)N2CCC(C(=O)NCCc3ccc4c(c3)OCO4)CC2)cc1 was read as CRFBP-R2 block 23, IDE act 1, VIM-2 inhibitor 0.1, UBC9 SUMO inh 15, HCV NS3 hel inh -3, GalR3 antag -3, pCIP destab -2, IMP-1 inh -2.7 and IDE cell inh -2.
COc1ccc(C(=O)C2CCCN(Cc3cccc4c3OCO4)C2)cc1OC (centres undefined) was read as CRFBP-R2 block 8, IDE act -1, VIM-2 inhibitor -1.3, UBC9 SUMO inh 8, HCV NS3 hel inh 4, GalR3 antag -2, pCIP destab -2, IMP-1 inh -2.0 and IDE cell inh 1.
Screening Cc1ccc(S(=O)(=O)N2CCCCC2)cc1C(=O)N1C(C)CCCC1C (centres undefined) returned CRFBP-R2 block 5, IDE act 2, GalR3 antag -4 and IDE cell inh -1.
Cc1c(NC(=O)CSc2ncnc3ccccc23)c(=O)n(-c2ccccc2)n1C was read as CRFBP-R2 block 1, IDE act 3, VIM-2 inhibitor -0.6, UBC9 SUMO inh 4, HCV NS3 hel inh 2, GalR3 antag 5, pCIP destab -2, IMP-1 inh -3.3 and IDE cell inh 5.
For Cc1csc2nc(O)c(C(=O)NCCCN3CCCC3=O)c(=O)n12 the results were CRFBP-R2 block -2, IDE act 3, GalR3 antag 0 and IDE cell inh -7.
`Cn1c(=O)n(C)c2cc(N3CCOCC3)c(NC(=O)c3ccc(F)cc3)cc21` gave CRFBP-R2 block 7, IDE act 2, VIM-2 inhibitor -1.4, UBC9 SUMO inh -11, HCV NS3 hel inh 8, GalR3 antag -3, pCIP destab 5, IMP-1 inh -1.7 and IDE cell inh -2.
Screening CCOC(=O)CNC(=O)Cn1cnc2c(nnn2-c2ccc(C)cc2)c1=O returned CRFBP-R2 block -16, IDE act -9, VIM-2 inhibitor -0.6, UBC9 SUMO inh -5, HCV NS3 hel inh 4, GalR3 antag -6, pCIP destab -8, IMP-1 inh -1.0 and IDE cell inh 3.
For N#Cc1cccc(-n2nnnc2-c2ccccn2)c1 the results were CRFBP-R2 block -11, IDE act 5, VIM-2 inhibitor -3.0, UBC9 SUMO inh 23, HCV NS3 hel inh 5, GalR3 antag 1, pCIP destab -5, IMP-1 inh -1.5 and IDE cell inh -2.
Screening N=C1C(c2ccccc2)=C(O)CN1c1cccc(S(=O)(=O)N2CCOCC2)c1 returned CRFBP-R2 block 11, IDE act -4, VIM-2 inhibitor -0.3, UBC9 SUMO inh 8, HCV NS3 hel inh 6, GalR3 antag 0, pCIP destab -8, IMP-1 inh -5.0 and IDE cell inh 4.
Cc1cc(C(F)F)n2nc(C(=O)Nc3ccc(F)cc3F)nc2n1 was read as CRFBP-R2 block -5, IDE act 6, VIM-2 inhibitor -2.3, UBC9 SUMO inh 0, HCV NS3 hel inh -2, GalR3 antag -3, pCIP destab 4, IMP-1 inh -1.7 and IDE cell inh -3.
For OCCNc1nc(C2CC2)nc2c1nnn2Cc1ccccc1Cl the results were CRFBP-R2 block -6, IDE act -1, VIM-2 inhibitor -2.5, UBC9 SUMO inh 9, HCV NS3 hel inh -3, GalR3 antag -7, pCIP destab -2, IMP-1 inh -2.1 and IDE cell inh -2.
Cn1c(-c2c(N)n(-c3ccccc3)c3nc4ccccc4nc23)nc2ccccc21 was read as CRFBP-R2 block -200, IDE act 3, VIM-2 inhibitor -3.5, UBC9 SUMO inh 19, HCV NS3 hel inh -4, GalR3 antag -1, pCIP destab -21, IMP-1 inh -3.7 and IDE cell inh 1.
Screening O=C(NC(=S)NNC(=O)c1ccccc1O)c1ccccc1 returned CRFBP-R2 block -6, IDE act 2, VIM-2 inhibitor 3.2, UBC9 SUMO inh -16, HCV NS3 hel inh 15, GalR3 antag -5, pCIP destab 1, IMP-1 inh -2.5 and IDE cell inh 0.
O=C(OCC(=O)N1CCN(c2ccccc2)CC1)c1ccc(O)cc1O was read as CRFBP-R2 block 8, IDE act -6, VIM-2 inhibitor -0.6, UBC9 SUMO inh 3, HCV NS3 hel inh -4, GalR3 antag 1, pCIP destab 8, IMP-1 inh -1.5 and IDE cell inh 4.
For CC(C)Nc1ncnc2c1nnn2Cc1ccccc1 the results were CRFBP-R2 block -8, IDE act 4, VIM-2 inhibitor -2.8, UBC9 SUMO inh 2, HCV NS3 hel inh -5, GalR3 antag -3, pCIP destab -4, IMP-1 inh -2.8 and IDE cell inh -3.

Gathered by group, the entries above with a halogen (3)
`Cn1c(=O)n(C)c2cc(N3CCOCC3)c(NC(=O)c3ccc(F)cc3)cc21` gave CRFBP-R2 block 7, IDE act 2, VIM-2 inhibitor -1.4, UBC9 SUMO inh -11, HCV NS3 hel inh 8, GalR3 antag -3, pCIP destab 5, IMP-1 inh -1.7 and IDE cell inh -2.
Cc1cc(C(F)F)n2nc(C(=O)Nc3ccc(F)cc3F)nc2n1 was read as CRFBP-R2 block -5, IDE act 6, VIM-2 inhibitor -2.3, UBC9 SUMO inh 0, HCV NS3 hel inh -2, GalR3 antag -3, pCIP destab 4, IMP-1 inh -1.7 and IDE cell inh -3.
For OCCNc1nc(C2CC2)nc2c1nnn2Cc1ccccc1Cl the results were CRFBP-R2 block -6, IDE act -1, VIM-2 inhibitor -2.5, UBC9 SUMO inh 9, HCV NS3 hel inh -3, GalR3 antag -7, pCIP destab -2, IMP-1 inh -2.1 and IDE cell inh -2.

Returning to the listing, starting two compounds before the break.
O=C(OCC(=O)N1CCN(c2ccccc2)CC1)c1ccc(O)cc1O was read as CRFBP-R2 block 8, IDE act -6, VIM-2 inhibitor -0.6, UBC9 SUMO inh 3, HCV NS3 hel inh -4, GalR3 antag 1, pCIP destab 8, IMP-1 inh -1.5 and IDE cell inh 4.
For CC(C)Nc1ncnc2c1nnn2Cc1ccccc1 the results were CRFBP-R2 block -8, IDE act 4, VIM-2 inhibitor -2.8, UBC9 SUMO inh 2, HCV NS3 hel inh -5, GalR3 antag -3, pCIP destab -4, IMP-1 inh -2.8 and IDE cell inh -3.
Screening COc1cc(OC)c(C(=O)NC2CCCCCC2)cc1OC returned CRFBP-R2 block 14, IDE act 3, VIM-2 inhibitor -1.2, UBC9 SUMO inh 4, HCV NS3 hel inh 15, GalR3 antag -4, pCIP destab -3, IMP-1 inh -3.0 and IDE cell inh 0.
COc1cccc(NC(=O)c2cc3ccccc3oc2=O)c1 was read as CRFBP-R2 block -2, IDE act 0, VIM-2 inhibitor -0.1, UBC9 SUMO inh 6, HCV NS3 hel inh 1, GalR3 antag -9, pCIP destab -10, IMP-1 inh -3.1 and IDE cell inh -5.
`CCC(C(=O)NC1CCCC1)N(Cc1ccc2c(c1)OCO2)C(=O)c1snc(C(N)=O)c1N` (centres undefined) gave CRFBP-R2 block 11, IDE act 2, VIM-2 inhibitor 1.9, UBC9 SUMO inh 18, HCV NS3 hel inh -14, pCIP destab 0, IMP-1 inh -1.3 and IDE cell inh 7.
For CN1CCC(N(C)S(=O)(=O)c2ccc(NC(=O)Cc3ccc(F)cc3)cc2)CC1 the results were CRFBP-R2 block 1, IDE act 4, GalR3 antag -3 and IDE cell inh -2.
For O=C(c1ccco1)N1CCN(c2ccc([N+](=O)[O-])cc2F)CC1 the results were CRFBP-R2 block -5, IDE act -5, VIM-2 inhibitor -4.8, UBC9 SUMO inh 5, HCV NS3 hel inh 8, GalR3 antag -3, pCIP destab -2, IMP-1 inh -4.1 and IDE cell inh 1.
For CCN1CCCc2cc(CN(CCN3CCOCC3)C(=S)Nc3ccc(OC)c(Cl)c3)ccc21 the results were CRFBP-R2 block 7, IDE act 4, VIM-2 inhibitor -1.3, UBC9 SUMO inh -5, HCV NS3 hel inh -22, GalR3 antag -1, pCIP destab -14, IMP-1 inh -2.1 and IDE cell inh 0.
COc1ccccc1NS(=O)(=O)c1cc(NC(=O)c2sc3cc(Cl)ccc3c2Cl)ccc1C was read as CRFBP-R2 block -7, IDE act -4, VIM-2 inhibitor -3.5, UBC9 SUMO inh 6, HCV NS3 hel inh 3, GalR3 antag 3, pCIP destab 5, IMP-1 inh -2.1 and IDE cell inh -1.
Screening O=C(COc1ccc2ccccc2c1)NNC(=O)Cc1cccc2ccccc12 returned CRFBP-R2 block 0, IDE act 9, VIM-2 inhibitor -2.1, UBC9 SUMO inh 19, HCV NS3 hel inh 6, GalR3 antag 0, pCIP destab -17, IMP-1 inh -2.4 and IDE cell inh -4.
CC1=NN(/C(=N\c2nnc(C)s2)Nc2ccc(C(C)(C)C)cc2)[C@H](c2ccc(C)cc2)S1 was read as CRFBP-R2 block 6, IDE act -3, VIM-2 inhibitor -3.2, UBC9 SUMO inh -21, HCV NS3 hel inh -18, GalR3 antag -6, pCIP destab 2, IMP-1 inh -5.0 and IDE cell inh 1.
Screening CCOC(=O)c1sc2nc(C)cc(C)c2c1N returned CRFBP-R2 block -7, IDE act 6, VIM-2 inhibitor -4.7, UBC9 SUMO inh 23, HCV NS3 hel inh 4, GalR3 antag -3, pCIP destab 12, IMP-1 inh -3.6 and IDE cell inh 6.
Cc1ccccc1COC(=O)c1nn(-c2ccccc2)nc1N was read as CRFBP-R2 block 9, IDE act 2, VIM-2 inhibitor -2.5, UBC9 SUMO inh -8, HCV NS3 hel inh -17, GalR3 antag -4, pCIP destab -1, IMP-1 inh -1.7 and IDE cell inh -4.
